Compound activity deposited in PubChem by several laboratories.
Ecoli viability = counter-screen for AddAB inhibitors: E. coli growth inhibition; AID 449728; inhibition, % at 11.9 µM; E. coli V3065 growth, OD600 absorbance, 18 h; 0.27% of 330,000 active;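 active = inhibition above the campaign's mean inhibition across all tested compounds plus 3 SD, cut at about 9.9% in these data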;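 also: uninfected addAB+ strain grown without phage in ampicillin broth; 0% = DMSO wells and 100% = ciprofloxacin 0.95 µg/ml wells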
PfHsp90 yeast 2 = reduces growth (ATP signal) of yeast expressing P. falciparum Hsp90; S. cerevisiae expressing PfHsp90, BacTiter-Glo ATP, 48 h; yeast lacking PDR1 and PDR3 efflux regulators; inhibition, % at 9.4 µM; 0.32% of 310,000 active; AID 504621;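 active = every replicate shows inhibition above about 80%, whatever the replicate mean, limit read from the data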;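 also: 0% = DMSO neutral controls and 100% = 20 µM radicicol positive controls; yeast relying on Plasmodium falciparum Hsp90 in place of its own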
OPRM1-OPRD1 inv = mu-delta opioid heterodimer inverse agonism; P35372+P41143; inhibition, % at 9.3 µM; cell-based MOR-DOR heterodimer luminescence; AID 504357; 0.21% of 340,000 active; in the data active = inhibition above about 22%, passing the limit was not always enough;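 also: 0% = cells with DMSO and 100% = wells without cells with DMSO; values of inactives mirror those of a sister screen read the other way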
HTR5A inv ag = HTR5A inverse agonism, opioid heterodimer counter-screen; P47898; inhibition, % at 9.3 µM; 0.083% of 340,000 active; HTR5A cell line, luminescence; AID 504634; in the data active = inhibition mostly above about 23%, no sharp cut-off; inactive = mostly below about 18%;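 also: 0% = cells with DMSO and 100% = no-cell wells with DMSO; some compounds called inactive have numbers as strong as hits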
Target sequence (P47898 whole entry, looked up): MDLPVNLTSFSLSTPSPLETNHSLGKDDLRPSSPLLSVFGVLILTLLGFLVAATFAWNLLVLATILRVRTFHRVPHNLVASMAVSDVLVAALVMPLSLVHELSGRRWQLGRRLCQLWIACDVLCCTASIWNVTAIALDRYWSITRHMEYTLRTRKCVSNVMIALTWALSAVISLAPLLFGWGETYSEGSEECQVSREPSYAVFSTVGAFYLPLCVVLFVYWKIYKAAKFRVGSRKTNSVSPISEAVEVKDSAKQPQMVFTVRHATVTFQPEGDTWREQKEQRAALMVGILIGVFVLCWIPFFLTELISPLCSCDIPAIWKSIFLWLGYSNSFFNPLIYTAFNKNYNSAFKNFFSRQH
Mot1-301 SUMO = SUMOylation pathway inhibition by Mot1-301 growth rescue; S. cerevisiae Mot1-301 growth rescue, ATP luminescence, 38.5C; percent above DMSO median, 100 means doubled; growth rescue, % at 18.8 µM; 1% of 320,000 active;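 active = every valid replicate shows activation above 250% relative to neutral control wells; inactive = the rest, any valid replicate at or below 250%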;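 also: OY570 slx delta 5 strain wells were the positive control but not used for scaling; some compounds called inactive have numbers as strong as hits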
phage Ecoli inh = E. coli growth loss with phage present | 0.26% of 360,000 active | inhibition, % at 11.9 µM | growth absorbance; in the data active = inhibition above about 11%
PKA-R2B act = activates the human PKA-R2B holoenzyme complex. AID 504700. PKA-R2B holoenzyme dissociation, Cy5-IP20 fluorescence polarization; R2B truncated from residue 108, S112A mutant; 0% DMSO only, 100% 113 µM cGMP. activation, % at 11.4 µM. 0.079% of 340,000 active;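 active = activation above a cutoff set at the mean over all compounds plus 3 SD, cut at about 18% in these data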;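 also: higher means more holoenzyme dissociation and a rise in polarization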
Target sequence (P31323 whole entry, looked up, other chains not shown, the tested form may be a part): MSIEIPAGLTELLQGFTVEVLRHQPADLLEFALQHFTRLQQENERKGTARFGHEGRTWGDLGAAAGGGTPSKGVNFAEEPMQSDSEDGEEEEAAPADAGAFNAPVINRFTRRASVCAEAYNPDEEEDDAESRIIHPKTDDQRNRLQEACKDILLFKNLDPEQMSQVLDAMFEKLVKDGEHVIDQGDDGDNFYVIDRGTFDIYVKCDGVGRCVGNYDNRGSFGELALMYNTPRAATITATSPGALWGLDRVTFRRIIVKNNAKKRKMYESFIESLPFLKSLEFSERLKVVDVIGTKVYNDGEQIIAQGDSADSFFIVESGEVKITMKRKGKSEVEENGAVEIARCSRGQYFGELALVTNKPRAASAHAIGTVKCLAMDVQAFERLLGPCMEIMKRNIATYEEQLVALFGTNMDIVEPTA
PKA-R1A act = activates the PKA-R1A holoenzyme complex; activation, % at 11.4 µM; AID 504707; PKA-R1A dissociation, Cy5-IP20 fluorescence polarization; scaled: DMSO 0%, 113 µM cGMP 100%; 0.083% of 340,000 active; P00514+P68181;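 active = percent activation above the mean of all tested compounds plus 3 SD, cut at about 19% in these data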;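 also: higher means more PKAc released from R1A so a rise in polarization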
Tat export inh = blocks Tat-dependent protein export in E. coli; E. coli MC4100 TorA-mCherry Tat export, fluorescence; inhibition, % at 10 µM; 0.036% of 340,000 active;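 active = mean replicate inhibition at least 50% and at least half of replicates individually reaching 50%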;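 also: exported cargo escapes ClpAP degradation while cytoplasmic cargo is degraded and loses fluorescence; 0% = median of neutral control wells and 100% = median of NaSCN control wells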
AddAB inh = less growth of phage-infected E. coli with AddAB | E. coli expressing H. pylori AddAB, absorbance growth | inhibition, % at 11.9 µM | 0.29% of 330,000 active | AID 435030; in the data active = inhibition above about 12%;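 also: 0% = vehicle wells of infected cells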
MOR-DOR ag = OPRM1-OPRD1 heterodimerization agonism; 0.3% of 340,000 active; activation, % at 9.3 µM; AID 504326; cells, luminescence; in the data active = activation above about 18%;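 also: 0% = vehicle-treated cells and 100% = reference agonist; values of inactives mirror those of a sister screen read the other way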
The depositor's hits bear a star; i = inactive; nt = not tested or not shown; & = joins results of further samples.

SMILES	Ecoli viability	PfHsp90 yeast 2	OPRM1-OPRD1 inv	HTR5A inv ag	Mot1-301 SUMO	phage Ecoli inh	PKA-R2B act	PKA-R1A act	Tat export inh	AddAB inh	MOR-DOR ag
COC(=O)C1=C(C)N(Cc2ccccc2)C(=NCc2ccc(OC)cc2)N[C@H]1c1ccccc1	1.7	4	2	-27	-21	3.2	-14	-6	5	1.8	-0.5
COc1ccc(CN=C(Nc2ccccc2)SC2CC(=O)NC2=O)cc1 (stereo not given)	3.3	nt	12	-5	-17	0.3	-12	-8	-1	5.1	-2.4
CCOC(=O)c1csc(NC(=O)C2=COCCO2)n1	0.2	13	10	2	-9	-0.4	3	8	-6	-0.6	-1.9
Cc1cccc(NC(=O)C2CCN(S(=O)(=O)c3cccc4nonc34)CC2)c1	0.9	-26	10	-5	-3	0.7	4	-4	-2	3.6	-1.8
CCC(CC)C(=O)N1CCN(c2cccc(C)c2C)CC1	0.0	-18	5	-29	2	2.7	-2	7	7	1.7	-0.9
COC(=O)c1sccc1NS(=O)(=O)c1ccccc1	0.3	-62	6	1	-3	0.6	-7	-8	3	0.0	-1.1
Cc1[nH]n(-c2ccc([N+](=O)[O-])cc2)c(=O)c1/C=N/N1CCOCC1	0.3	50	2	-14	-24	2.9	-3	-9	-5	2.0	-0.4
COc1ccc([C@@H]2CC=C(C(=O)O)[C@H](c3ccccc3F)N2S(=O)(=O)c2ccc(C)cc2)cc1OC	-2.2	-18	1	4	3	2.0	-1	-5	-2	3.7	-0.1
O=C(C1=C[C@@H](C2CC2)C[C@@H](OCCCCO)O1)N1CCN(Cc2ccc3c(c2)OCO3)CC1	-0.5	-6	3	-21	10	-1.0	-15	-10	-9	1.0	-0.5
O=C(CSc1nnc(-c2ccc(Cl)cc2)n1Cc1ccco1)Nc1ccc2c(c1)OCCO2	0.1	-17	12	2	1	2.3	-2	-15	7	1.8	-2.4
O=C(NC1CCN(C(=O)N2c3ccccc3Sc3ccccc32)CC1)c1ccccc1Cl	0.4	-22	15	16	-1	2.9	-5	-8	1	1.0	-2.6
COc1ccc(-c2nnn(CC(=O)N(Cc3cccs3)C(C)C(=O)NC3CCCC3)n2)cc1OC (stereo not given)	-1.2	-17	19	4	-23	3.5	5	4	5	0.4	-3.8
CCCCCCCCc1nc(SC(C)C(=O)O)n[nH]1 (stereo not given)	0.1	2	21	1	0	2.0	4	-3	2	0.7	-4.1
CCNC(=S)N1CCN(Cc2ccc3c(c2)OCO3)CC1	0.9	8	-7	-8	-13	4.2	5	-5	-1	5.0	1.3
CC(C)OC(=O)C(C#N)c1nc2ccccc2nc1N1CCCC1 (stereo not given)	-3.0	6	16	2	-2	nt	-16	-9	0	1.8	-3.8
CC(Sc1nc2ccccc2c(=O)[nH]1)C(=O)O (stereo not given)	-0.7	nt	8	-26	-7	1.9	2	11	-7	1.6	-1.5
CN(CC(O)Cn1cnc2c1c(=O)n(C)c(=O)n2C)c1ccccc1 (stereo not given)	-3.3	nt	-2	-10	3	2.3	5	-6	-3	0.7	0.4
Cc1cc(O)ccc1N=Cc1c(C(F)(F)F)[nH][nH]c1=O	0.6	-15	-46	0	-3	2.9	4	-1	-13	-1.0	6.7
CCOc1ccc(C2C(C#N)=C(N)Oc3cc(C)n(CCN(C)C)c(=O)c32)cc1OCC (stereo not given)	0.6	-15	1	9	-12	1.7	-2	3	1	3.4	-0.3
Nc1nc(N2CCN(c3ccc(F)cc3)CC2)n[nH]1	-0.6	-11	7	15	-10	4.1	-8	-4	-4	1.5	-1.2
Cc1cc(NC(=O)CN2CCN(c3cccc(Cl)c3)CC2)no1	-1.1	nt	8	5	12	0.9	-2	-9	18	1.2	-1.7
CN(NC(=O)C(C)(C)C)c1nc(-c2ccccc2)nnc1C(F)(F)F	-0.6	5	5	4	132	2.3	1	11	1	2.4	-0.9
CC(C)(C)c1csc(NNC(=O)c2ccc(Cl)cc2)n1	0.1	4	nt	nt	38	1.0	nt	nt	-2	4.6	nt
CCN(C(=O)c1cc(Cl)ccc1Cl)C1CCS(=O)(=O)C1 (stereo not given)	2.0	-23	9	4	2	4.5	-6	-6	-1	1.4	-1.5
CCOC(=O)c1c(NC(C)=O)sc2c(OC)c(Br)ccc12	0.8	7	-14	-4	19	0.1	0	10	9	2.4	2.5
CCC(C)C(NC(=O)C(CC(C)C)NC(=O)C(CO)NC(=O)C1CCC(=O)N1)C(=O)OC (stereo not given)	3.4	14	3	-3	0	4.5	-1	13	-5	0.4	-0.3
CCOC(=O)C1CCCN(C(=O)CCCn2nnnc2CN2CCC(C)CC2)C1 (stereo not given)	0.9	7	13	4	81	1.0	-6	-6	-1	2.3	-2.4
Cn1cc([C@@H]2C[C@H]3CN(Cc4cccc(Cl)c4)C(=O)[C@]34CCCN24)c2ccccc21	-3.5	7	4	-32	i	2.0	-5	0	1	-1.6	-0.6
CCOC(=O)C1=NNC(C(=O)c2ccc(Cl)cc2)C1c1ccc(OC)cc1 (stereo not given)	-1.1	-15	21	0	-1	0.5	0	-4	1	3.4	-4.2
CNC(=O)c1ccccc1S(=O)(=O)c1ccccc1C#N	-1.6	1	16	16	-14	2.1	10	-11	8	1.6	-3.8

Individual results from the entries so far.
Under phage Ecoli inh, `O=C(NC1CCN(C(=O)N2c3ccccc3Sc3ccccc32)CC1)c1ccccc1Cl` is entered as 2.9
Under PKA-R1A act, `CCOC(=O)c1c(NC(C)=O)sc2c(OC)c(Br)ccc12` is entered as 10

(next part)
SMILES	Ecoli viability	PfHsp90 yeast 2	OPRM1-OPRD1 inv	HTR5A inv ag	Mot1-301 SUMO	phage Ecoli inh	PKA-R2B act	PKA-R1A act	Tat export inh	AddAB inh	MOR-DOR ag
CC1CCN(S(=O)(=O)c2cc(Br)cc(C(=O)NC3=NCCS3)c2)CC1	-0.3	3	-14	-4	5	3.5	-2	-10	-3	0.8	2.7
COc1ccc(C(=O)NC2CC2)cc1OC1CCN(Cc2ccc(SC)cc2)CC1	-1.3	11	2	12	1	-0.2	-7	-11	1	3.4	-0.3
Cc1ccc(S(=O)(=O)N/N=C2/CCCCC2C2CCCCC2)cc1[N+](=O)[O-] (stereo not given)	0.1	3	-16	-23	-22	1.2	1	2	5	0.4	2.9
NC(=O)NC(CC(=O)NCCCc1ccccc1)c1ccc(Cl)cc1 (stereo not given)	2.0	-7	18	0	-21	2.8	-6	10	-6	0.7	-3.6
CC1CC(C)CN(CCCNC(=O)c2ccc3c(c2)N(Cc2ccccc2)C(=O)c2ccccc2S3=O)C1 (stereo not given)	2.4	7	4	-7	-8	1.2	-14	-3	5	1.7	-0.7
COc1ccccc1NC(=O)Nc1ccc(C)cn1	nt	-8	0	4	15	3.5	-1	0	41	nt	0.1
CCOc1ccc2nc(NC(=O)CC3Oc4ccccc4NC3=O)sc2c1 (stereo not given)	-0.8	-8	-7	-4	10	0.8	-4	-3	3	-0.7	1.4
COC(=O)c1sccc1Oc1c(Cl)cccc1[N+](=O)[O-]	-0.7	3	nt	nt	-9	2.0	nt	nt	2	-1.8	nt
O=C1NC2(CCCCC2)C(=O)N1c1ccc(Cl)cc1	1.0	10	11	-10	-5	2.1	2	4	-3	0.3	-2.2
COc1ccccc1OCC(O)CN1CCN(CC(=O)Nc2c(C)cccc2C)CC1 (stereo not given)	-2.7&0.1	-9&5	-3&1	15&21	-2&77	4.1&3.6	1&-5	-1&0	-3&0	-2.5&-4.1	0.5&-0.2
CCOc1ccc(N(CC(=O)Nc2ccc(C)cc2)S(=O)(=O)c2c(C)[nH]c(=O)[nH]c2=O)cc1	-0.8	-3	20	-8	12	0.3	6	-1	2	-1.4	-4.0
O=C(Nc1ccccc1)[C@@H]1CC=C[C@@H]2CCN(C3CCCCC3)C(=O)[C@@H]21	1.5	nt	19	2	94	3.2	-2	-7	-2	4.6	-3.4
Cc1cccc(Cn2c(=O)c3c(nc4n3CCCN4Cc3ccccc3)n(C)c2=O)c1	3.4	-4	6	25	-9	1.4	-4	-7	9	4.3	-0.9
O=C(Nc1ccncc1)C1CCN(S(=O)(=O)c2ccccc2C(F)(F)F)CC1	1.1	-12	12	4	-11	0.6	-5	-1	22	-1.2	-2.3
COc1ccc(-c2nc(CN3CCN(Cc4ccccc4)CC3)c(C)o2)cc1	-2.0	-6	1	-1	-10	0.8	0	-5	2	-0.3	-0.3
CCOC(=O)c1c(C)sc2c1N(C(=O)CCl)c1cc(Cl)ccc1S2	-3.9	nt	-177	-42	54	0.6	-4	2	4	2.0	36*
Cc1ccc(C)n1-c1ccc(C(=O)N/N=C/c2ccncc2)cc1	-1.8	nt	6	3	-8	-0.6	-9	-14	1	0.6	-1.2
Nc1nn2c(-c3ccccc3)cc(=O)[nH]c2c1N=Nc1ccc(O)cc1	10*	2	-7	2	15	6.5	7	4	-1	19*	1.4
CCOC(=O)N1CCN(C(=O)c2csc3c2CCCCC3)CC1	0.7	9	15	13	-6	1.6	-11	-8	1	0.8	-2.7
CC(C(=O)NC1C(=O)N2C(C(=O)O)=C(CSc3nnnn3C)CSC12)n1cc(Cl)cn1 (stereo not given)	1.1	-21	11	18	-2	5.0	6	3	-3	-0.7	-2.1
C=CCN(Cc1ccc(Cl)s1)C(=O)CNC(=O)CNC(=O)c1ccc(Cl)cc1Cl	-0.7	nt	0	10	-6	0.9	5	3	-8	1.6	-0.1
CC(=O)NCCc1csc(-c2ccccc2)n1	-3.3	19	19	6	2	0.8	0	-2	2	1.6	-3.5
CCOc1nc(C#N)nc(N2CCCCC2)n1	nt	-54	-6	16	nt	-2.1	4	5	0	nt	1.2
CC(C)c1nnc(NC(=O)CCC(=O)NCc2ccccc2Cl)s1	-0.3	-16	1	-4	-9	3.4	-1	5	5	0.1	-0.1
COCc1nc2sc3c(c2c(=O)[nH]1)CCCC3	0.8	2	5	12	481*	4.0	-2	4	-1	2.2	-0.9
N#C/C(=C(/O)c1cc2ccccc2o1)c1nc2ccccc2s1	2.8	16	11	15	-32	3.7	4	3	0	2.8	-2.2
Cc1ccc(NC(=S)NCc2ccccn2)cc1	3.6	-14	3	-4	-8	0.9	8	-6	0	0.5	-0.6
CC(C)N(C(=O)Cc1ccccc1[N+](=O)[O-])C(C)C	4.8	1	-2	1	11	0.1	3	0	-2	2.4	0.5
Cc1cc(NC(=O)CSc2n[nH]c(-c3cccs3)n2)no1	0.2	nt	13	-2	5	2.4	-5	-5	1	0.9	-2.5
O=C(NCCCNC1CCCCC1)c1ccc(/C=N/O)nc1	1.0	nt	8	20	7	0.6	-1	5	2	0.8	-1.6
CCOc1ccc(NC2=CC(=O)C(=O)c3ccccc32)cc1	nt	-74	-27	16	nt	1.6	-8	4	3	nt	6.1
COCCNC(=O)Cn1ncc2ccsc2c1=O	0.3	-3	7	7	18	-0.5	6	-13	-8	2.5	-1.3
